STK33 inh: STK33 kinase inhibitors, primary screen, biochemical, luminescence, ADP-Glo, MBP substrate; Serine/threonine-protein kinase 33 (Homo sapiens), Q9BYT3; inhibition, % at 12.5 µM; actives 0.44% (n = 27,000); in the data active = inhibition above about 20%; inconclusive = no clear call, values can overlap the other calls
Target sequence (Q9BYT3 whole entry, looked up): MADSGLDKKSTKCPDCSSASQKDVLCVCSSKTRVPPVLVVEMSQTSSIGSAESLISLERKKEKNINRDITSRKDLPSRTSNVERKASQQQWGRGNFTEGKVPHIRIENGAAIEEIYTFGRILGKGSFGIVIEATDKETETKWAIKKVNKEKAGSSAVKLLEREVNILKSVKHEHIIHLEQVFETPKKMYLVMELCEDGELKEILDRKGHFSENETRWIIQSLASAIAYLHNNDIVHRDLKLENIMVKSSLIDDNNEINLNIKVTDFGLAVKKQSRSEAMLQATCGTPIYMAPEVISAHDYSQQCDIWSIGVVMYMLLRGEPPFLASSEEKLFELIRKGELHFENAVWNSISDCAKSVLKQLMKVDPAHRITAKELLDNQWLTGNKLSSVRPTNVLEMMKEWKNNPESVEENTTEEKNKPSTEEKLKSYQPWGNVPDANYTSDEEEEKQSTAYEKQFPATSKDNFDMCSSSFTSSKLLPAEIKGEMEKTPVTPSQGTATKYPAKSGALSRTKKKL
p53 PUMA act: mutant p53 pathway re-activators, primary screen, cell-based, SW480, luciferase, single point, HTS | SW480 PUMA-promoter luciferase, p53 mutant reactivation | activation, % at 9.98 µM | AID 624151, 2012 | actives 1.5% (n = 28,000); in the data active = activation above about 52%; inconclusive = no clear call, values can overlap the other calls
* hit, by the source's call; ? = inconclusive; . = no result given. Some of the compounds tested; rates above refer to the full screens.

A first look, 7 compounds:
SMILES | STK33 inh | p53 PUMA act
CC(C)NC(=O)N(C)C[C@@H]1Oc2ccc(NC(=O)Nc3ccccc3)cc2C(=O)N([C@@H](C)CO)C[C@@H]1C | 0.1 | .
COc1cccc(-c2cnc3c(c2)C(=O)N([C@H](C)CO)C[C@H](C)[C@H](CN(C)C(=O)Nc2cccc4ccccc24)O3)c1 | ? | .
COc1ccc2c(c1OC)CN(C)CCc1cc3c(cc1C(=O)C2)OCO3 | -4.9 | -5.2
C[C@@H]1CN([C@@H](C)CO)C(=O)c2cc(NS(=O)(=O)c3ccccc3)ccc2O[C@@H]1CN(C)Cc1ccc(Cl)c(Cl)c1 | 1.4 | .
COC(=O)c1cc(OC)c(OC)cc1NC(=O)COc1ccccc1Cl | -3.3 | 10.4
Cc1noc(C)c1NC(=O)Nc1ccc2c(c1)CC(=O)N([C@H](C)CO)C[C@H](C)[C@H](CN(C)S(=O)(=O)c1c(C)noc1C)O2 | -0.7 | .
Cc1noc(C)c1NC(=O)Nc1ccc2c(c1)CC(=O)N([C@@H](C)CO)C[C@H](C)[C@H](CN(C)S(C)(=O)=O)O2 | -0.4 | .

The whole of this part, from the start:
SMILES | STK33 inh | p53 PUMA act
CC(C)NC(=O)N(C)C[C@@H]1Oc2ccc(NC(=O)Nc3ccccc3)cc2C(=O)N([C@@H](C)CO)C[C@@H]1C | 0.1 | .
COc1cccc(-c2cnc3c(c2)C(=O)N([C@H](C)CO)C[C@H](C)[C@H](CN(C)C(=O)Nc2cccc4ccccc24)O3)c1 | ? | .
COc1ccc2c(c1OC)CN(C)CCc1cc3c(cc1C(=O)C2)OCO3 | -4.9 | -5.2
C[C@@H]1CN([C@@H](C)CO)C(=O)c2cc(NS(=O)(=O)c3ccccc3)ccc2O[C@@H]1CN(C)Cc1ccc(Cl)c(Cl)c1 | 1.4 | .
COC(=O)c1cc(OC)c(OC)cc1NC(=O)COc1ccccc1Cl | -3.3 | 10.4
Cc1noc(C)c1NC(=O)Nc1ccc2c(c1)CC(=O)N([C@H](C)CO)C[C@H](C)[C@H](CN(C)S(=O)(=O)c1c(C)noc1C)O2 | -0.7 | .
Cc1noc(C)c1NC(=O)Nc1ccc2c(c1)CC(=O)N([C@@H](C)CO)C[C@H](C)[C@H](CN(C)S(C)(=O)=O)O2 | -0.4 | .
Cc1ccc(S(=O)(=O)Nc2ccc3c(c2)C(=O)N([C@@H](C)CO)C[C@@H](C)[C@H](CN(C)S(=O)(=O)c2ccc(C)cc2)O3)cc1 | 2.7 | .
O=C(Cn1cnc2sc(-c3ccccc3)cc2c1=O)Nc1ccc(F)c(Cl)c1 | -2.6 | -1.8
C[C@@H]1CN([C@@H](C)CO)C(=O)c2cc(NC(=O)Cn3cnnn3)ccc2O[C@@H]1CN(C)S(=O)(=O)c1ccc(Cl)cc1 | 3.0 | .
CCN1CCCC1CNC(=O)C(NC(=O)c1ccc(C23CC4CC(CC(C4)C2)C3)cc1)C(C)C (configuration not stated) | . | 9.5
Cc1noc(C)c1NC(=O)N(C)C[C@@H]1Oc2ccc(NS(=O)(=O)c3ccccc3)cc2C(=O)N([C@H](C)CO)C[C@H]1C | -0.7 | .
C[C@@H]1CCCCO[C@@H](CN(C)CC2CC2)[C@@H](C)CN([C@H](C)CO)C(=O)c2cc(NS(=O)(=O)c3ccc(Cl)cc3)ccc2O1 | 0.0 | -5.5
CC(C)C[C@H](NC(=O)[C@@H](O)[C@H](N)Cc1ccccc1)C(=O)O | -6.3 | -5.7
C[C@@H]1CCCCO[C@H](CN(C)Cc2ccccc2)[C@@H](C)CN([C@H](C)CO)C(=O)c2cc(N(C)C)ccc2O1 | 2.9 | 1.2
COc1cccc(-c2ccc3c(c2)O[C@@H](CN(C)C(=O)C2CCOCC2)[C@H](C)CN([C@@H](C)CO)S3(=O)=O)c1 | . | 7.9
COc1ccc(S(=O)(=O)N2CCN(Cc3cccc(OCCO)c3)CC2)cc1 | -1.8 | .
C[C@@H]1CN([C@@H](C)CO)C(=O)c2cc(C#Cc3ccccn3)cnc2O[C@@H]1CN(C)Cc1ccccc1 | . | 2.9
CC1CCN=C(N)S1 (configuration not stated) | . | 8.1
CN1CCN(Cc2nc(N)nc(Nc3ccccc3)n2)CC1 | -1.0 | 3.9
C[C@H]1CN([C@@H](C)CO)C(=O)Cc2cc(NS(=O)(=O)c3ccc(F)cc3)ccc2O[C@@H]1CN(C)Cc1ccc(Cl)c(Cl)c1 | 0.5 | .
O=C(CSc1nccc(=O)[nH]1)N1CCc2ccccc21 | 12.6 | -2.7
COc1ccc(C)cc1S(=O)(=O)N(C)CC(=O)N1CCN(c2ccccc2F)CC1 | -4.1 | -19.7
C[C@@H]1CN([C@@H](C)CO)C(=O)c2cc(NC(=O)NC3CCCCC3)ccc2O[C@H]1CN(C)C(=O)Nc1ccc2c(c1)OCO2 | . | -1.0
Cc1ccc(S(=O)(=O)Nc2ccc3c(c2)C(=O)N([C@H](C)CO)C[C@H](C)[C@@H](CN(C)S(=O)(=O)c2ccc(Cl)cc2)O3)cc1 | -1.7 | .
CCn1c(SCC(=O)Nc2ccc(Br)c(Cl)c2)nnc1-c1ccccc1O | -4.0 | -0.2
C[C@@H]1CN([C@H](C)CO)C(=O)c2cc(C#C[C@@H](C)O)cnc2O[C@H]1CN(C)Cc1cccc(F)c1 | . | 4.8
CCn1c(C(=O)O)c(CC(=O)Nc2ccccc2F)c2ccccc21 | . | 0.8
C[C@@H]1CN([C@@H](C)CO)C(=O)Cc2cc(NC(=O)Cc3ccccc3)ccc2O[C@H]1CN(C)Cc1ccncc1 | . | -0.9
CC(Sc1nc2ccccc2c(=O)[nH]1)C(=O)Nc1cccc(Cl)c1 (configuration not stated) | -1.8 | -9.8
C[C@@H]1CCCCO[C@H](CN(C)C(=O)C2CCCCC2)[C@@H](C)CN([C@H](C)CO)C(=O)c2cc(NC(=O)Nc3cccc4ccccc34)ccc2O1 | 6.6 | .
C[C@@H]1CCCCO[C@@H](CN(C)C(=O)CCC(F)(F)F)[C@@H](C)CN([C@H](C)CO)C(=O)c2cc(NC(=O)Nc3ccc4c(c3)OCO4)ccc2O1 | . | 11.3
CCn1c(SCC(=O)Nc2cccc3ccccc23)nnc1-c1ccc(Cl)c(Cl)c1 | 5.3 | -8.2
O=C(C[C@H]1C[C@@H]2c3cc(NC(=O)Nc4ccc(C(F)(F)F)cc4)ccc3O[C@@H]2[C@@H](CO)O1)NCc1cc(F)ccc1F | . | -5.2
C[C@@H]1CN([C@@H](C)CO)C(=O)Cc2cc(NC(=O)Nc3cccc4ccccc34)ccc2O[C@@H]1CN(C)Cc1ccc(-c2ccccc2)cc1 | 1.1 | .
O=C(Nc1ccccc1C(=O)O)c1cccc(S(=O)(=O)Nc2ccccc2F)c1 | 1.8 | -7.3
OC[C@H]1O[C@@H](OCCc2ccc(O)cc2)[C@H](O)[C@@H](O)[C@@H]1O | -6.6 | 8.1
C/C=C/c1ccc2c(c1)O[C@@H](CN(C)Cc1cccnc1)[C@@H](C)CN([C@H](C)CO)S2(=O)=O | . | -5.5
COc1cc(S(=O)(=O)NCCc2ccccc2)c(OC)cc1Br | -2.3 | 12.0
Cc1ccc(S(=O)(=O)Nc2ccc3c(c2)C(=O)N([C@H](C)CO)C[C@H](C)[C@H](CN(C)Cc2ccc(C(=O)O)cc2)OCCCC[C@@H](C)O3)cc1 | 0.2 | .
CCOC(=O)c1c(NC(=O)c2ccc(C)c(S(=O)(=O)N3CCOCC3)c2)sc(C)c1C | -5.1 | 30.0
O=C(NCc1nc2ccccc2n1Cc1ccccc1)c1ccccc1 | -0.7 | -12.1
O=C(O)CCC/C=C/CC1COC(C(F)(F)F)OC1c1ccccc1O (configuration not stated) | . | 12.2
C[C@@H]1CN([C@H](C)CO)C(=O)c2cccc(NC(=O)C3CCOCC3)c2O[C@@H]1CN(C)Cc1ccc2c(c1)OCO2 | . | 11.3
COc1cc2c(cc1NC(=O)C(C)Oc1ccc(Br)cc1)oc1ccccc12 (configuration not stated) | -1.9 | 11.7
COc1cc(Cl)c(C)cc1NC(=O)CSc1nc2ccccc2s1 | 1.4 | 13.8
COC(=O)C1=CO[C@@H](O[C@@H]2O[C@H](CO)[C@@H](O)[C@H](O)[C@H]2O)[C@@H]2[C@@H](C)[C@@H](OC(=O)C3=CO[C@@H](O[C@@H]4O[C@H](CO)[C@@H](O)[C@H](O)[C@H]4O)[C@@H]4[C@@H](C)[C@@H](OC(C)=O)C[C@H]34)C[C@H]12 | 3.1 | -1.1
COc1ccc(S(=O)(=O)N(C)C[C@@H]2Oc3ncc(C#Cc4ccc(C(F)(F)F)cc4)cc3C(=O)N([C@H](C)CO)C[C@@H]2C)cc1 | 3.2 | .
C[C@H](CO)N1C[C@H](C)[C@H](CN(C)S(=O)(=O)c2cn(C)cn2)Oc2ncc(Br)cc2C1=O | -0.5 | 0.8
C[C@H]1CN([C@@H](C)CO)C(=O)c2cc(NC(=O)Nc3ccc4c(c3)OCO4)ccc2O[C@H]1CN(C)C(=O)NC1CCCCC1 | -1.1 | -1.1
CC(C)NC(=O)N(C)C[C@H]1OCCCC[C@@H](C)Oc2ccc(NC(=O)c3ccncc3)cc2C(=O)N([C@H](C)CO)C[C@@H]1C | 2.7 | 14.2
C[C@@H]1CN([C@H](C)CO)C(=O)Cc2cc(NC(=O)CCC(F)(F)F)ccc2O[C@@H]1CN(C)S(=O)(=O)c1ccc(F)cc1 | -1.9 | -5.7
CC(C)C#Cc1cnc2c(c1)C(=O)N([C@@H](C)CO)C[C@H](C)[C@@H](CN(C)C(=O)c1ccccc1)O2 | . | 15.2
C[C@@H]1CN([C@@H](C)CO)C(=O)CCCn2nncc2CO[C@@H]1CN(C)C(=O)Nc1cccc(Oc2ccccn2)c1 | -0.6 | .
C[C@@H]1CN([C@H](C)CO)C(=O)CCCn2nncc2CO[C@H]1CN(C)S(=O)(=O)c1cn(C)cn1 | -3.7 | .
COC(=O)c1ccccc1NC(=O)CN(c1ccc(F)c(Cl)c1)S(C)(=O)=O | 8.3 | -0.6
COC(=O)c1ccc(NC(=O)C2Cc3ccccc3CN2S(=O)(=O)c2ccc(F)cc2)cc1 (configuration not stated) | 1.6 | 13.0
Cc1ccc(S(=O)(=O)Nc2ccc3c(c2)CC(=O)N([C@@H](C)CO)C[C@@H](C)[C@@H](CN(C)Cc2ccc(C(=O)O)cc2)O3)cc1 | -1.6 | .
CCc1cc(C(=O)OC)c(NC(=S)Nc2ccc(OC)cc2[N+](=O)[O-])s1 | 2.3 | 62.7*
CCCC(O)C#Cc1cnc2c(c1)C(=O)N([C@H](C)CO)C[C@H](C)[C@H](CN(C)C(=O)Nc1ccc(OC)cc1)O2 (some centres not stated) | -1.3 | .

Remaining list, next part
SMILES | STK33 inh | p53 PUMA act
CCN(CC)C(=O)c1sc(NC(=S)Nc2ccc(Br)cn2)c(C(=O)OC)c1C | 1.5 | 1.2
O=C(COc1ccc(Cl)cc1Br)Nc1cccnc1 | 2.0 | ?
C[C@@H]1CN([C@@H](C)CO)C(=O)c2cc(NS(=O)(=O)c3ccc(F)cc3)ccc2O[C@@H]1CN(C)C(=O)Nc1ccc(C(F)(F)F)cc1 | -3.9 | -1.7
C[C@@H]1CN([C@H](C)CO)C(=O)c2cc(NC(=O)CCCN(C)C)ccc2O[C@H]1CN(C)C(=O)Nc1ccccc1 | . | 3.6
C[C@@H]1CN([C@H](C)CO)C(=O)c2cc(NC(=O)c3ccncc3)ccc2O[C@@H]1CN(C)Cc1ccc(-c2ccccc2)cc1 | . | -7.3
Cc1ccc(C)c(NC(=O)CSc2cc(C)c3ccccc3n2)c1 | -0.7 | -4.0
CCCn1c2ccccc2c2nnc(SCC(N)=O)nc21 | -2.9 | -11.5
Cc1noc(C)c1S(=O)(=O)N(C)C[C@H]1OCCCC[C@H](C)Oc2ccc(NS(C)(=O)=O)cc2C(=O)N([C@H](C)CO)C[C@H]1C | . | 2.8
Cc1noc(C)c1NC(=O)Nc1cccc2c1O[C@H](CN(C)S(=O)(=O)c1cccs1)[C@@H](C)CN([C@@H](C)CO)C2=O | . | -3.3
C[C@@H]1CN([C@H](C)CO)C(=O)c2cc(NC(=O)c3ccncc3)ccc2O[C@@H](C)CCCCO[C@@H]1CN(C)C(=O)C1CCCCC1 | . | 2.8
Cc1noc(C)c1NC(=O)Nc1cccc2c1O[C@@H](CN(C)Cc1ccc(Cl)c(Cl)c1)[C@@H](C)CN([C@@H](C)CO)C2=O | . | 1.5
C[C@@H]1CN([C@H](C)CO)C(=O)Cc2cc(NC(=O)CCC(F)(F)F)ccc2O[C@@H]1CN(C)C(=O)Nc1ccc(C(F)(F)F)cc1 | -1.3 | .
C[C@@H]1CN([C@H](C)CO)C(=O)Cc2cc(NC(=O)C3CCCCC3)ccc2O[C@@H]1CN(C)S(=O)(=O)c1cn(C)cn1 | -2.0 | .
C=CC1CN(C(C)=O)CCC1CCC(=O)c1ccnc2ccccc12 (configuration not stated) | 0.3 | .
C[C@@H]1CN([C@@H](C)CO)C(=O)c2cccc(NC(=O)C3CCOCC3)c2O[C@H]1CN(C)S(=O)(=O)c1cn(C)cn1 | . | 6.4
C[C@@H]1CCCCO[C@H](CN(C)S(=O)(=O)c2ccccc2)[C@H](C)CN([C@@H](C)CO)C(=O)c2cc(NC(=O)CCCN(C)C)ccc2O1 | . | 11.9
Cc1noc(C)c1NC(=O)Nc1ccc2c(c1)CC(=O)N([C@H](C)CO)C[C@@H](C)[C@@H](CN(C)Cc1ccc(C(F)(F)F)cc1)O2 | -2.7 | .
COc1ccc(C(C)C)cc1S(=O)(=O)n1nnc2ccccc21 | 4.8 | -0.3

High-throughput results as filed in PubChem.
